mcGAS lum – inhibitors of mouse cGAS. 0.15% of 160,000 active. inhibition, % at 12.5 µM. recombinant cGAS, Kinase-Glo ATP depletion luminescence. Q8C6L5;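 also: 0% = negative control wells and 100% = reference inhibitor with no enzyme activity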
hcGAS lum – human cGAS inhibition; inhibition, % at 12.5 µM; recombinant h-cGAS, ATP depletion, Kinase-Glo luminescence; AID 1259398; 0.081% of 290,000 active;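 also: 0% = vehicle reaction and 100% = reaction without DNA for no activity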
Target sequence (Q8N884 whole entry, looked up): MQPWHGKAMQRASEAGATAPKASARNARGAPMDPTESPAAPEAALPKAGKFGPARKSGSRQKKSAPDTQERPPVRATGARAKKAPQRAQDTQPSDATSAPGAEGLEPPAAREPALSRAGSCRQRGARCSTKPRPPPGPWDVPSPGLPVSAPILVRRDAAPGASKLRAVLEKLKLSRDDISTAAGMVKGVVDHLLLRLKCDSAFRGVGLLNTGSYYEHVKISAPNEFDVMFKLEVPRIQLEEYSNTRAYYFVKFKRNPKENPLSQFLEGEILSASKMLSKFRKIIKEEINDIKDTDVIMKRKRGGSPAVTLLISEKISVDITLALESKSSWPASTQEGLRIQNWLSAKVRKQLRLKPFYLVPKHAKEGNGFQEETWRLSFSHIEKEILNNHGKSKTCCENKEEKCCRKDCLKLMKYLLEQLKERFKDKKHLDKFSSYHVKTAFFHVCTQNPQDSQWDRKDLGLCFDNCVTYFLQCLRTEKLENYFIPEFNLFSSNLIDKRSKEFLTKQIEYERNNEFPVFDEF
NPYLR7 ag – mosquito NPYLR7 agonism; HEK293T NPYLR7/Galpha15, GCaMP6s calcium fluorescence; activation, % at 10 µM; 0.15% of 270,000 active; in the data active = activation above about 40%;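 also: 0% = vehicle and 100% = reference agonist at the receptor; some compounds past the cut are filed as inactive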
* = called active by the depositor; & = joins results of further samples. Rule as the data show it, unless noted: active = inhibition above about 40%; inactive = the rest.

Results for Cc1ccc(P2(=S)c3c(C)nn(-c4ccccc4)c3N=C(c3ccccc3)N2C)o1 (stereo not given) ?
mcGAS lum: -5.9; hcGAS lum: -7.0; NPYLR7 ag: -1.7

What do the screens show for `NCCCP(=O)(O)O`?
mcGAS lum: -1.7; hcGAS lum: 0.8; NPYLR7 ag: 2.9

What do the screens show for `CN1CCC2(CC1)CC1CC3C=CC1(CN2)O3` (stereo not given)?
hcGAS lum: 1.2; NPYLR7 ag: 2.8

What do the screens show for `NC(=O)OC1CCCC1`?
hcGAS lum: -6.8; NPYLR7 ag: -6.9

How did Cc1ccc(CC2(CCc3ccncc3)C(=O)NC(=O)NC2=O)s1 do in these assays?
hcGAS lum: 1.0; NPYLR7 ag: -5.2

What do the screens show for `CCCCN(C)C(=O)c1nn(Cc2ccc(OCc3ccccc3)cc2)c2ccccc12`?
mcGAS lum: -4.6; hcGAS lum: -6.6; NPYLR7 ag: 10.9

Results for CC1(C(=O)O)C2CCC(O2)C1(C)C(=O)O (stereo not given) ?
mcGAS lum: -0.6; hcGAS lum: 4.0; NPYLR7 ag: 0.8

Results for O=C(Nc1ccccc1C(F)(F)F)c1cccn(Cc2ccccc2F)c1=O ?
hcGAS lum: -8.5; NPYLR7 ag: 15.2

Results for COc1cncc(-c2cccc3c2CCNC3)c1 ?
hcGAS lum: -3.2; NPYLR7 ag: 4.7

How did CC(=O)OCc1ccc(CN2CCN(CCOC(c3ccccc3)c3ccc(F)c(F)c3)CC2)o1 (stereo not given) do in these assays?
mcGAS lum: -7.7; hcGAS lum: -8.0; NPYLR7 ag: 25.2

How did Cc1nc(C)n(CCCNC(C)Cc2ccccc2F)n1 (stereo not given) do in these assays?
hcGAS lum: -3.4; NPYLR7 ag: 18.6

Results for COC(=O)c1cc(N2C[C@@H](c3ccc(OC)cc3)[C@@H]3[C@H]2C2CCN3CC2)ncn1 ?
hcGAS lum: -2.3; NPYLR7 ag: 5.3

How did CCOC(=O)CN(C)c1ncc(CN2[C@@H]3CC[C@H]2CC(O)C3)cn1 (stereo not given in full) do in these assays?
hcGAS lum: -8.9; NPYLR7 ag: 3.0

What do the screens show for `N#Cc1ccccc1S(=O)(=O)N1CCN(CCOC(c2ccccc2)c2ccc(F)c(F)c2)CC1` (stereo not given)?
mcGAS lum: 1.0; hcGAS lum: -2.3; NPYLR7 ag: -11.4

How did COc1ccc(C[C@H]2NC[C@H](O)[C@H]2OC(C)=O)cc1 do in these assays?
mcGAS lum: -5.7; hcGAS lum: -1.9&-0.9; NPYLR7 ag: -5.9

What do the screens show for `CC(=O)O[C@H]1CC[C@@]2(C)C(=CC[C@@H]3[C@@H]2CC[C@]2(C)C(=O)CC[C@@H]32)C1`?
mcGAS lum: -5.9; hcGAS lum: -6.5; NPYLR7 ag: 7.6

Results for CC(C)CC(=O)NC1CCSC1=O (stereo not given) ?
hcGAS lum: -3.6; NPYLR7 ag: 0.8

How did COCCN(CC(=O)Nc1nc(CC(=O)N(CCN(C)C)Cc2ccccc2)cs1)C(=O)C1CCCCC1 do in these assays?
mcGAS lum: -3.8; hcGAS lum: -8.1; NPYLR7 ag: 17.7

Results for CC(C)(C)c1nn(-c2cccc(Cl)c2)c2c1C(c1ccsc1)SCC(=O)N2CC(=O)NCc1ccco1 (stereo not given) ?
mcGAS lum: -4.6; hcGAS lum: -4.0

What do the screens show for `COC(=O)[C@H]1ON2CCc3ccccc3C2[C@H]1C(=O)O` (stereo not given in full)?
hcGAS lum: -5.7; NPYLR7 ag: -1.3

Results for COC(=O)COc1ccc(Cl)cc1Cl ?
hcGAS lum: -3.8; NPYLR7 ag: -10.6

Results for CC1CC(=O)CCN1Cc1ccccc1 (stereo not given) ?
hcGAS lum: -8.3; NPYLR7 ag: 20.2

Results for CNC(=O)C(C1CCCC1)N1CCN(C(=O)COc2ccc(Cl)cc2)CC1 (stereo not given) ?
mcGAS lum: -3.7; hcGAS lum: -2.5; NPYLR7 ag: -6.3

What do the screens show for `Oc1cccc(C=NNP(=S)(c2ccccc2)c2ccccc2)c1`?
mcGAS lum: -5.4; hcGAS lum: -5.5; NPYLR7 ag: 2.5

How did c1cc2c(c(-c3nccc4[nH]ccc34)c1)CCNC2 do in these assays?
hcGAS lum: -6.1; NPYLR7 ag: 6.1

Results for CC(NC(C)(C)C)C(=O)c1cccc(Cl)c1 (stereo not given) ?
mcGAS lum: -4.3&-3.6; hcGAS lum: -1.4&-1.9&-0.9&-8.7&-0.5&-6.3; NPYLR7 ag: -10.5&51.4&-8.2&-10.1&-4.0&4.4

How did CCCc1cnc(C)nc1N1C[C@H]2CC[C@@H](C1)N2 do in these assays?
hcGAS lum: -2.9; NPYLR7 ag: -2.9

How did c1cc(-c2cccc3c2CCNC3)cc(-n2cnnc2)c1 do in these assays?
mcGAS lum: -18.9; hcGAS lum: -2.2; NPYLR7 ag: 33.9

Results for CCN(CC)P(=S)(c1c(C)nc2ccccn12)c1c(C)nc2ccccn12 ?
hcGAS lum: -15.3; NPYLR7 ag: 3.1

Results for C1=C(c2ccccc2)CCN(Cn2nnc(-c3ccccc3)n2)C1 ?
hcGAS lum: -2.7; NPYLR7 ag: 8.9

What do the screens show for `O=C(c1cccnc1)C1CCCN(Cc2nc(-c3ccccn3)no2)C1` (stereo not given)?
hcGAS lum: -7.9; NPYLR7 ag: -0.9

How did CC1=C(C(=O)OC(C)(C)C)C2(C(=O)Nc3ccc(Br)cc32)C(C(=O)OC(C)(C)C)C(=N)O1 (stereo not given) do in these assays?
mcGAS lum: -4.9; hcGAS lum: -4.9; NPYLR7 ag: 9.4

What do the screens show for `CCNC(=O)[C@H]1O[C@@H](n2cnc3c(N)ncnc32)C(O)[C@H]1O` (stereo not given in full)?
mcGAS lum: -2.7; hcGAS lum: -1.3; NPYLR7 ag: 190.6*

Results for CCOC(=O)C1=C(NC(=O)CC)c2ccccc2CC12CCCCC2 ?
hcGAS lum: -4.5; NPYLR7 ag: 4.9

What do the screens show for `CN1CCc2nc3sc(-c4ccncc4)c(N)c3cc2C1`?
mcGAS lum: -5.2; hcGAS lum: -1.9; NPYLR7 ag: -2.4

What do the screens show for `Cc1ccc(C(c2ccccc2)N2CCN(C(=O)COc3ccc(Cl)cc3)CC2)cc1` (stereo not given)?
mcGAS lum: -5.9; hcGAS lum: -1.5; NPYLR7 ag: 11.0

What do the screens show for `O=C(c1cn2c(n1)CNCC2)N1C[C@@H](c2ccccc2)[C@@H]2[C@H]1C1CCN2CC1`?
hcGAS lum: -5.6; NPYLR7 ag: 8.5

What do the screens show for `CC(C)Oc1cccnc1N(C)C1CCN(Cc2ccccc2)CC1`?
mcGAS lum: -0.7; hcGAS lum: 3.5; NPYLR7 ag: 1.4

Results for CNC(=O)CS(=O)(=O)C(c1ccccc1)c1ccccc1C (stereo not given) ?
hcGAS lum: -11.0&-8.7; NPYLR7 ag: 12.2&7.2

How did Oc1cc(O)cc(CN2CCN(CCOC(c3ccccc3)c3ccccc3)CC2)c1 do in these assays?
mcGAS lum: -7.3; hcGAS lum: -6.9; NPYLR7 ag: 0.0

What do the screens show for `Cc1n[nH]c(C)c1NC(=O)CN(C)C(C)Cc1cccs1` (stereo not given)?
hcGAS lum: -1.6; NPYLR7 ag: -0.4

What do the screens show for `CCCCCn1c(=O)c(C(=O)Nc2nccs2)c(O)c2ccccc21`?
mcGAS lum: -4.7; hcGAS lum: -5.5; NPYLR7 ag: -4.3

What do the screens show for `Cc1cc(C)c(CNCC(O)c2ccc(OC(C)C)cc2)c(C)c1` (stereo not given)?
mcGAS lum: -11.6; hcGAS lum: -5.2; NPYLR7 ag: 3.0

What do the screens show for `O=C(c1ccccn1)C1CCCN(C2CCC3(CCNCC3)CC2)C1` (stereo not given)?
hcGAS lum: -0.2; NPYLR7 ag: 2.0

What do the screens show for `O=P(C=C(Cl)c1ccccc1)(C=C(Cl)c1ccccc1)Nc1ccc(F)cc1`?
mcGAS lum: -3.4; hcGAS lum: -2.0; NPYLR7 ag: -0.4

13 compounds already listed, ordered by molecular weight, lowest first.
What do the screens show for `CN1CCc2nc3sc(-c4ccncc4)c(N)c3cc2C1`?
mcGAS lum: -5.2; hcGAS lum: -1.9; NPYLR7 ag: -2.4

What do the screens show for `Cc1n[nH]c(C)c1NC(=O)CN(C)C(C)Cc1cccs1` (stereo not given)?
hcGAS lum: -1.6; NPYLR7 ag: -0.4

What do the screens show for `CCNC(=O)[C@H]1O[C@@H](n2cnc3c(N)ncnc32)C(O)[C@H]1O` (stereo not given in full)?
mcGAS lum: -2.7; hcGAS lum: -1.3; NPYLR7 ag: 190.6*

Results for CNC(=O)CS(=O)(=O)C(c1ccccc1)c1ccccc1C (stereo not given) ?
hcGAS lum: -11.0&-8.7; NPYLR7 ag: 12.2&7.2

What do the screens show for `Cc1cc(C)c(CNCC(O)c2ccc(OC(C)C)cc2)c(C)c1` (stereo not given)?
mcGAS lum: -11.6; hcGAS lum: -5.2; NPYLR7 ag: 3.0

What do the screens show for `CC(C)Oc1cccnc1N(C)C1CCN(Cc2ccccc2)CC1`?
mcGAS lum: -0.7; hcGAS lum: 3.5; NPYLR7 ag: 1.4

What do the screens show for `O=C(c1ccccn1)C1CCCN(C2CCC3(CCNCC3)CC2)C1` (stereo not given)?
hcGAS lum: -0.2; NPYLR7 ag: 2.0

What do the screens show for `O=C(c1cccnc1)C1CCCN(Cc2nc(-c3ccccn3)no2)C1` (stereo not given)?
hcGAS lum: -7.9; NPYLR7 ag: -0.9

What do the screens show for `CCCCCn1c(=O)c(C(=O)Nc2nccs2)c(O)c2ccccc21`?
mcGAS lum: -4.7; hcGAS lum: -5.5; NPYLR7 ag: -4.3

What do the screens show for `O=C(c1cn2c(n1)CNCC2)N1C[C@@H](c2ccccc2)[C@@H]2[C@H]1C1CCN2CC1`?
hcGAS lum: -5.6; NPYLR7 ag: 8.5

How did Oc1cc(O)cc(CN2CCN(CCOC(c3ccccc3)c3ccccc3)CC2)c1 do in these assays?
mcGAS lum: -7.3; hcGAS lum: -6.9; NPYLR7 ag: 0.0

What do the screens show for `O=P(C=C(Cl)c1ccccc1)(C=C(Cl)c1ccccc1)Nc1ccc(F)cc1`?
mcGAS lum: -3.4; hcGAS lum: -2.0; NPYLR7 ag: -0.4

How did CC1=C(C(=O)OC(C)(C)C)C2(C(=O)Nc3ccc(Br)cc32)C(C(=O)OC(C)(C)C)C(=N)O1 (stereo not given) do in these assays?
mcGAS lum: -4.9; hcGAS lum: -4.9; NPYLR7 ag: 9.4

Further records follow.
What do the screens show for `O=c1c2c3c(sc2nc(SCCS(=O)(=O)F)n1-c1ccccc1)CCCC3`?
mcGAS lum: -4.8; hcGAS lum: -4.0; NPYLR7 ag: -4.1

What do the screens show for `O=C(Nc1ccccc1C(F)(F)F)c1cccn(Cc2ccc(Br)cc2)c1=O`?
hcGAS lum: -11.9; NPYLR7 ag: 16.7

Results for Cc1cc(N2CCC3(CC2)CC(C(=O)O)N(C)C3)nc(N)n1 (stereo not given) ?
hcGAS lum: -1.1; NPYLR7 ag: 3.0

How did ClCCNc1nc2ccccc2[nH]1 do in these assays?
mcGAS lum: -2.6; hcGAS lum: -2.0; NPYLR7 ag: -2.2

How did CC(Cc1cccnc1)NCc1nc(Cc2ccccc2F)no1 (stereo not given) do in these assays?
hcGAS lum: -7.3; NPYLR7 ag: 6.5

How did CCCC(C)n1[nH]c(=O)c2c1NC(=O)CSC2c1cccc([N+](=O)[O-])c1 (stereo not given) do in these assays?
hcGAS lum: -0.8; NPYLR7 ag: -14.0

How did Cc1c(C(=O)NC2CCc3ccccc32)ncn1Cc1ccc(Cl)cc1 (stereo not given) do in these assays?
hcGAS lum: -1.4; NPYLR7 ag: 0.6

Results for COc1cccc(-c2cnc(-c3ccc(CNC(=O)c4ccc(S(=O)(=O)F)cc4)cc3)[nH]2)c1 ?
mcGAS lum: 1.1; hcGAS lum: 3.0; NPYLR7 ag: -13.7

Results for NC1=NC(c2cccnc2)n2c(nc3ccccc32)N1 (stereo not given) ?
hcGAS lum: -4.5; NPYLR7 ag: 5.4

Results for CN(c1ccccc1)S(=O)(=O)c1ccc(Cn2nc(C(=O)Nc3ccc(C(N)=O)cc3)c3ccccc32)cc1 ?
mcGAS lum: -6.6; hcGAS lum: -7.1; NPYLR7 ag: 9.5

Screening results as filed in PubChem.

This is a subset, so the mix of outcomes need not match the whole.
